# Assay outcomes: PubChem, National Center for Advancing Translational Sciences (NCATS)
# KCNH2 WT inh – qHTS for Inhibitors of KCHN2 3.1: Wildtype qHTS; Voltage-gated inwardly rectifying potassium channel KCNH2 (Homo sapiens), Q12809; U2OS, BacMam KCNH2, thallium flux FluxOr; stronger effect = lower value; activity change, % at 1.84 µM; 340,000 tested, 0.37% active; AID 720551, 2013;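 active = maximum activity change below -70%; inconclusive = maximum activity change between -70% and -50%; inactive = maximum activity change above -50%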; also: % is scaled to controls: 0 for no effect and ±100 for the full control effect
#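 U2OS cells were transduced with wild-type KCNH2 virus (2.03 x 10^8 / mL) for 4 h at room temperature, then cultured overnight at 37 C. Thallium flux was read with FluxOr dye. Rate constants were normalized to DMSO controls.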
# PKM2 act – qHTS Assay for Activators of Human Muscle isoform 2 Pyruvate Kinase. purified PKM2, Kinase-Glo ATP luminescence, activation; response scale: 0% is enzyme alone, no compound. Potency, µM (titrated, usually from 57.5 µM), for the others: at the top dose activation, actives largely listed as activators. 260,000 tested, 0.34% active. AID 1631, 2009. Pyruvate kinase PKM (Homo sapiens), P14618; also: potency is read from the fitted curve at half-maximal effect; % is scaled to controls: 0 for no effect and ±100 for the full control effect; nearly all actives have a fitted effect of over 55% in size
#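 ATP formation by purified human PK-M2, quantified via coupled luciferase luminescence after 1 h at room temperature with 0.1 mM ADP and 0.5 mM PEP final.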
# Chronic BCR inh – qHTS Assay to Find Inhibitors of Chronic Active B-Cell Receptor Signaling | ABC-DLBCL IkBa-CBG/CBR reporter, luminescence ratio, 4 h | Potency, µM (highest dose often 46.1 µM), for inactives: top-dose ratio change, negative = lower green/red ratio, hits mostly inhibitors | 340,000 tested, 0.05% active; active = well fitted inhibition curve with a large enough effect in the signal ratio, with a control signal flat, not every such curve was filed as active; inconclusive = small, poorly fitted or top-dose-only effect, or effect the other way, or a change in a side signal; the % refers to the signal ratio;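 also: potency is read from the fitted curve at half-maximal effect; plate controls were basal doxycycline-induced cells for no effect and cells given 10 µM MG132 for full effect; MG132 reads +100%, hits lower the ratio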
#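 TMD8 ABC-DLBCL cells carrying doxycycline-inducible green luciferase fused to IkappaBalpha plus unfused red luciferase were exposed to compounds (up to 46 uM) for 4 hrs at 37C. Activity came from the overlap-corrected green/red luminescence ratio.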
# Eya2 inh – qHTS Assay for Inhibitors of the Phosphatase Activity of Eya2; recombinant Eya2, OMFP fluorescence dephosphorylation (OMFP is methylfluorescein phosphate); Potency, µM (series often up to 76.9 µM), for inactives: at the top dose activity, negative = inhibition, hits mostly inhibitors; 330,000 tested, 0.006% active; AID 488837, 2010; also: potency is read from the fitted curve at half-maximal effect; % is scaled to controls: 0 for no effect and ±100 for the full control effect
# Target sequence (O00167 whole entry, looked up): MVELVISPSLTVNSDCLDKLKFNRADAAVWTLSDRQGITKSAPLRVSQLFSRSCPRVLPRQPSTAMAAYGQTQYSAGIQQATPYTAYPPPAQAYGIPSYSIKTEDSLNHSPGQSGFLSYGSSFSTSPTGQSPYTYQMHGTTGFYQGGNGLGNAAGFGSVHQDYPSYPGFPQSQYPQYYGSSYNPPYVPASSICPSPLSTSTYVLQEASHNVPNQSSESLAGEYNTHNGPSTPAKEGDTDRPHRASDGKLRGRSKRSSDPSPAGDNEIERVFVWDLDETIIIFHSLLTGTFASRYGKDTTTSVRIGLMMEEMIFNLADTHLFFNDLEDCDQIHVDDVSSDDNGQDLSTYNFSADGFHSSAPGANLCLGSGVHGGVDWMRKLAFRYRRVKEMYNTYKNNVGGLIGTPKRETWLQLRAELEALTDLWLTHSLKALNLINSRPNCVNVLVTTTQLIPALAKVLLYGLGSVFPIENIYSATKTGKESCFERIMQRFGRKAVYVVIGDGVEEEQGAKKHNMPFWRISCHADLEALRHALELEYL
#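 Eya2 (0.2 uM) preincubated 10 min at ambient with compound, then OMFP substrate added at 50 uM; 10 min reaction in 50 mM HEPES pH 7.5, 50 mM NaCl, 5 uM MgCl2, 0.05% BSA, 1 mM DTT. Fluorescence read at Ex 485/Em 525 nm.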
# Menin MLL FP TR – qHTS Assay for Inhibitors Targeting the Menin-MLL Interaction in MLL Related Leukemias: Competition With Texas Red Labeled MLL-derived Mutant Peptide. O00255. Potency, µM (doses to about 61.6 µM), without a hit: top-dose FP activity change, negative = inhibition, usual class: inhibitors. Menin + Texas Red MLL mutant peptide, fluorescence polarization. AID 1768, 2009. 270,000 tested, 0.23% active; active = well fitted inhibition curve with a large enough effect in the polarisation, with a control signal flat, not every such curve was filed as active; inconclusive = small, poorly fitted or top-dose-only effect, or effect the other way, or a change in a side signal; inactive = no such curve, though single readings can be large or run the other way; the % refers to the polarisation; also: potency is read from the fitted curve at half-maximal effect; % of control where 0% means no effect; many of its hits are not listed in these tables
# Target sequence (O00255 whole entry, looked up): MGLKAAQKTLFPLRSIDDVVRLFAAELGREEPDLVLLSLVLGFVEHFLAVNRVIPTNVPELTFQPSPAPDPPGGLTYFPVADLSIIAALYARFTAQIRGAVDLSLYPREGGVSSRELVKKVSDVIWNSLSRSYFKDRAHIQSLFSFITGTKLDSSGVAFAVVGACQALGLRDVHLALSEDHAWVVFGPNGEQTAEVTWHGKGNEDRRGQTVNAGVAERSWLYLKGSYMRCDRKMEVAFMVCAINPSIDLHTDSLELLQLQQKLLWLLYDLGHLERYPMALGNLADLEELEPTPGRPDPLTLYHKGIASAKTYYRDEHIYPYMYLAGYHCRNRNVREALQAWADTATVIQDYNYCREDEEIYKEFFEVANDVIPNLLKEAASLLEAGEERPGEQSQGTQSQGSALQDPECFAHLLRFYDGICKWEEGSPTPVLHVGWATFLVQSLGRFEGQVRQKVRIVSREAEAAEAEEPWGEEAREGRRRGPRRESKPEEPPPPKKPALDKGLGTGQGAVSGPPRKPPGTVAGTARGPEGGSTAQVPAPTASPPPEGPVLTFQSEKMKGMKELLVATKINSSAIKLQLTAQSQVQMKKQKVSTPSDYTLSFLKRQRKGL
# GALK inh – qHTS Assay for Inhibitors of Human Galactokinase (GALK); Purified GALK, Kinase-Glo residual ATP luminescence; Potency, µM (doses to about 57.5 µM), without a hit: at the top dose activity change, negative = inhibition, usual class: inhibitors; 270,000 tested, 0.007% active; P51570; also: potency is read from the fitted curve at half-maximal effect; % is scaled to controls: 0 for no effect and ±100 for the full control effect
#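 Human GALK (5 nM) with 35 uM ATP and 100 uM galactose in 20 mM HEPES pH 8.0, 5 mM MgCl2, 60 mM NaCl, 1 mM DTT, 0.01% BSA. After 1 h at room temperature, leftover ATP was read by Kinase-Glo Plus luminescence.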
# TSHR antag – Antagonists of the Thyroid Stimulating Hormone Receptor: HTS campaign | TSHR-expressing cells, TSH-stimulated cAMP HTRF, 2 h; stronger effect = lower value | activity change, negative = inhibition, % at 11.5 µM | Thyrotropin receptor (Homo sapiens), P16473 | 330,000 tested, 0.2% active;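 active = activity change below a set negative limit, meaning inhibition stronger than a set level, cut at about -70% in these data; inconclusive = activity change between two set negative limits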; also: % is scaled to controls: 0 for no effect and ±100 for the full control effect
#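 TSHR-expressing cells were treated with compounds, then stimulated with TSH at EC80 (4nM final) for 2 hours at 37 deg C. Cellular cAMP was measured by HTRF competition between lysate cAMP and cAMP-d2 for a cryptate-labelled anti-cAMP antibody.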
# USP2a block – qHTS Assay for Inhibitors of Ubiquitin-specific Protease USP2a Using CHOP2 as the Reporter; USP2 core, Ub-CHOP2 coupled fluorogenic reporter, 485/531; Potency, µM (highest dose often 38.3 µM), inactives show at the top dose activity change, negative = inhibition, usual class: inhibitors; 330,000 tested, 0.01% active;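 also: potency is read from the fitted curve at half-maximal effect; plate controls were DMSO wells for no effect and full inhibition by NEM control for full effect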
#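 USP2 core (10nM final) preincubated 30min RT with compound in 20mM Tris-HCl pH 8.0, 2mM CaCl2, 2mM beta-mercaptoethanol, 0.05% CHAPS; 25nM Ub-CHOP2 plus 25nM reporter substrate added, fluorescence (Ex485/Em531) read after 60min.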
# Mito fusion yeast – qHTS Assay for Small Molecule Inhibitors of Mitochondrial Division or Activators of Mitochondrial Fusion; S. cerevisiae fusion-defective mutant growth rescue, CellTiterGlo 48 h; Potency, µM (series often up to 46.1 µM), without a hit: at the highest dose growth rescue (activation), usual class: activators; 320,000 tested, 0.23% active;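 also: potency is read from the fitted curve at half-maximal effect; % of control where 0% means no effect; nearly all actives have a fitted effect of over 45% in size; temperature-sensitive fusion mutants such as fzo1-1 at 37 °C on non-fermentable ethanol glycerol medium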
#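 Compounds are tested for their ability to restore growth of mitochondrial fusion-defective yeast strains at non-permissive 37C in YPEG medium over 48 hours. Viability is quantified by luciferase luminescence.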
# MBNL1-CUG inh – qHTS Assay for Inhibitors of MBNL1-poly(CUG) RNA binding; 280,000 tested, 0.036% active; Muscleblind-like protein 1 (Homo sapiens), Q9NR56; Potency, µM (highest dose often 57.5 µM), inactives show at the top dose activity change, negative = inhibition, actives largely listed as inhibitors; TR-FRET MBNL1-His/biotin-(CUG)12 binding, 665/545 ratio; AID 2675, 2010; active = well fitted inhibition curve with a large enough effect in the signal ratio, with a control signal flat, not every such curve was filed as active; inconclusive = small, poorly fitted or top-dose-only effect, or effect the other way, or a change in a side signal; inactive = no such curve, though single readings can be large or run the other way; the % refers to the signal ratio; also: potency is read from the fitted curve at half-maximal effect; % is scaled to controls: 0 for no effect and ±100 for the full control effect
#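 Compound titration spanned 92 nM–58 uM against the MBNL1-His/biotin-(CUG)12 complex. After 60 min at room temperature with 5 nM streptavidin-XL665 and 0.055 ng/ul terbium anti-His, ratiometric 665/545 nm emission (Ex 340 nm) normalized to controls.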
# S-ASM inh – Inhibitors of Secretory Acid Sphingomyelinase (S-ASM): qHTS; Sphingomyelin phosphodiesterase (Homo sapiens), P17405; placental ASM, HMU-PC fluorogenic substrate, 60 min; Potency, µM (top dose mostly 57.5 µM), inactives show at the top dose activity change, negative = inhibition, actives largely listed as inhibitors; 340,000 tested, 0.006% active; AID 504937, 2011; also: potency is read from the fitted curve at half-maximal effect
#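 Steps: dispense placental human ASM, pin compound, wait 10 min at room temperature, add HMU-PC0 substrate at 9 uM final, incubate 60 min at 37 °C, add stop solution raising pH to 10, read fluorescence.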
# * marks the source's active call; other numbers are inactive results; i = inactive; ? = inconclusive; / = not tested or not shown; [ ] = another dose, or the depositor's remark. Unless noted, calls follow the shape of the dose curve; as a rule, active = well fitted curve in the direction sought with a large enough effect; inconclusive = small, poorly fitted or top-dose-only effect, or another doubt; inactive = no such curve, though single readings can be large; an effect the other way counts as inactive or inconclusive. A portion of the library (hit frequency here may not be typical).
SMILES,KCNH2 WT inh,PKM2 act,Chronic BCR inh,Eya2 inh,Menin MLL FP TR,GALK inh,TSHR antag,USP2a block,Mito fusion yeast,MBNL1-CUG inh,S-ASM inh
CC(=O)n1cc(/C=N/NC(=O)c2ccccc2O)c2ccccc21,4,/,?,-17%,?,-3%,5,6%,-5%,7%,-17%
O=C(CSc1nnc(CNC(=O)c2ccc(F)cc2)o1)NCCc1ccccc1,-11,2%,1%,-3%,6%,2%,5,-1%,0%,-10%,0%
CCO[C@@H]1OC(C(=O)N2CCCCCCC2)=C[C@H](c2csc3ccccc23)[C@H]1CCCO,1,2%,-5%,-10%,?,-6%,-7,0%,4%,-14%,0%
CCS(=O)(=O)N1CCCC(C(=O)NCc2cccnc2)C1 (stereo not drawn),4,-1%,2%,-16%,-2%,-2%,4,1%,3%,-9%,-1%
CCOc1cc(C(=O)N(C)Cc2cc3cc(OC)ccc3[nH]c2=O)cc(OCC)c1OCC,-1,4%,-18%,-15%,5%,2%,-9,0%,1%,-1%,22%
O=C1COc2ccc(NC(=O)N3CCN(c4ccc(F)cc4)CC3)cc2N1,28,0%,3%,5%,8%,-1%,24,2%,-4%,-3%,-2%
CCN(CC)S(=O)(=O)c1ccc(-c2cn3cc(Cl)ccc3n2)cc1,5,-6%,9%,?,-16%,-7%,10,1%,1%,6%,1%
NC(=O)c1nsc(C(=O)N(c2ccc(F)cc2)C(C(=O)NCC2CCCO2)c2ccc3ncccc3c2)c1N (stereo not drawn),4,0%,0%,5%,-11%,0%,-23,1%,4%,?,i
Fc1ccc2[nH]c3c(NCCN4CCOCC4)ncnc3c2c1,2,-1%,1%,0%,2%,2%,-6,0%,-27%,-13%,4%
CCc1cc2c(=O)c(-c3nc4ccccc4n3C)coc2c(CN2CCN(C)CC2)c1O,-1,0%,7%,5%,0%,-1%,-8,-2%,-7%,2%,5%
CCn1cc(S(=O)(=O)NCc2ccc3c(c2)OCO3)cn1,-10,1%,0%,5%,/,-2%,0,-1%,-1%,5%,3%
CCN(CC)CCn1c2c(c(SCC(=O)NCc3ccccc3)nc1=O)CCC2,2,/,5%,5%,/,/,5,-1%,-4%,/,3%
Cc1cccc(OCCn2ccnc2)c1C,-2,1%,-4%,-21%,1%,3%,18,1%,-11%,2%,1%
Cc1ccc(F)cc1NC(=O)N1CCN(c2ccnc3cc(Cl)ccc23)CC1,-10,12%,9%,-7%,/,/,-5,1%,4%,-5%,0%
CCC1CCc2sc(C(=O)NNC(=S)NCC3CCCO3)cc2C1 (stereo not drawn),-6,/,-11%,-16%,/,/,-17,3%,-2%,/,-3%
C=C(C)[C@@H]1CC[C@]2(C(=O)O)CC[C@]3(C)[C@H](CC[C@@H]4[C@@]5(C)CC[C@H](O)C(C)(C)[C@@H]5CC[C@]43C)[C@@H]12,2,-7%,-2%,-12%,/,2%,-5,4%,-9%,-4%,3%
CC1CN(C(=O)c2ccccc2)C(=Nc2cccc(S(=O)(=O)N(C)C)c2)S1 (stereo not drawn),1,-16%,-2%,-4%,1%,0%,6,2%,5%,6%,6%
CCOC(=O)CNC(=O)CSc1nc(Cc2ccccc2)nc2ccccc12,-3,13%[11.5 µM],?,10%,-3%,6%,11,2%,1%,4%,-4%
CC(=O)Nc1ccc(NC(=O)c2ccccc2-n2cnnn2)cc1,-5,/,-2%,12%,/,/,-6,0%,2%,/,-3%
c1ccc2c(c1)COC(CN1CCCCC1)OC2,2,-7%,-6%,-17%,-9%,4%,6,-2%,-2%,-3%,9%
Cc1ccc(S(=O)(=O)NCC(=O)N(CC(=O)NCc2ccco2)Cc2ccco2)cc1,2,-1%,12%,10%,-9%,-3%,-6,10%,2%,-5%,-5%
Cc1cc(=O)oc2cc(O[C@@H]3O[C@H](CO)[C@H](O)[C@H](O)[C@H]3O)ccc12,-5,/,5%,-7%,-1%,0%,-4,1%,7%,-9%,29%
Cc1cc(C)c(NC(=O)c2ccc(CNS(=O)(=O)c3cc(C(F)(F)F)ccc3Cl)cc2)c(C)c1,-7,3%,-11%,-2%,-10%,1%,2,-1%,17%,-4%,-9%
Cc1cc(NCCN2CCOCC2)n2c(nc3ccccc32)c1C#N,-3,-5%,0%,-12%,-5%,-1%,16,-1%,-24%,0%,i
COC(=O)C1=C(C)N(Cc2ccccc2)C(=NCc2ccco2)N[C@H]1c1cccc(F)c1,2,/,-1%,13%,/,/,-1,2%,/,/,17%
COC(=O)c1ccccc1CSc1nsc(/C=C/N(C)C)c1C#N,7,/,1%,-16%,?,7%,-8,-10%,0%,17%,0%
CCn1ncc([N+](=O)[O-])c1C(=O)N1CCCC1,-7,-4%,?,9%,-3%,0%,3,1%,-4%,6%,0%
COc1ccc(Cl)cc1NC(=S)Nc1cccnc1,-5,-2%,?,-15%,6%,-2%,3,8%,6%,-2%,0%
COc1cccc(OC)c1Oc1ccc(C(F)(F)F)cn1,-6,4%,1%,9%,5%,0%,-8,-1%,0%,-5%,1%
Cc1cc(C(=O)O)ccc1-c1ccc(/C=C2\NC(=O)N(Cc3ccccc3Cl)C2=O)o1,-3,20µM*,4%,5%,?,-3%,-19,-1%,9%,-5%,/
COC(=O)c1scc(C)c1NC(=O)C1CCCCC1,5,-4%,1%,0%,9%,0%,-6,-1%,2%,-5%,4%
O=c1c(-c2ccc(F)cc2)[n+]([O-])c2ccccc2n1OCc1ccccn1,-3,-8%,0%,-1%,1%,7%,2,1%,-1%,?,30%[activator]
Cc1ccc(S(=O)(=O)N2CCN(C(=O)CSc3nc4ccccc4o3)C2)cc1,-8,5%,?,-10%,21%,0%,-11,-3%,5%,-3%,-2%
C=CCn1c(COc2ccc(CC)cc2)nnc1SC/C(O)=C(\C#N)c1nc2ccccc2[nH]1,-2,4%,8%,5%,?,-1%,-10,-1%,-3%,13%,48%[activator]
CCc1c(C)nc(SCC(=O)Nc2ccc(Br)cc2)[nH]c1=O,-7,-16%,?,-15%,0%,2%,-9,2%,2%,-1%,-7%
Cc1nn(-c2ccccc2)c(Cl)c1C(=O)NCC1CCCO1 (stereo not drawn),/,/,?,-7%,/,/,-2,0%,3%,/,2%
O=C(CC1c2ccccc2Oc2ccccc21)Nc1ccccc1C(F)(F)F,-4,-2%,1%,-2%,-8%,2%,-5,0%,-4%,/,3%
NS(=O)(=O)c1ccc(NC(=O)/C(=C/c2ccncc2)NC(=O)c2ccccc2)cc1,0,0%,-1%,8%,-10%,-2%,11,2%,-8%,4%,-1%
Cc1ccc(C(C(=O)NC2CCCC2)N2CCCCC2)cc1 (stereo not drawn),4,-3%,0%,2%,-11%,-5%,2,2%,-1%,-6%,8%
CC(=O)c1cccc(NS(=O)(=O)c2cc3c(cc2C)N(C(C)=O)CCO3)c1,-3,-10%[0.46 µM],?,5%,5%,-2%,0,1%,1%,-3%,42%
CCOc1ccc(CN2CCN(C(=O)c3ccccc3)CC2)cc1,26,1%,-1%,-14%,-13%,-1%,-3,1%,-4%,13%,8%
CCn1c(CCC(N)=O)nnc1SCC(=O)c1cc(C)n(C2CC2)c1C,-8,/,3%,3%,/,/,3,5%,1%,/,5%
